PAD4 FP inh = blocks human protein arginine deiminase 4; hit rate 0.41% among 330,000; AID 485272; inhibition, % at 6.36 µM; Q9UM07; recombinant PAD4, RCA probe fluorescence polarization;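 active = percent inhibition above a cutoff equal to the mean of all tested compounds plus 3 SD, cut at about 15% in these data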;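 also: 0% = PAD4 with RCA probe and DMSO and 100% = probe without PAD4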
LYPLA2 counter = blocks human lysophospholipase 2, a PME1 counter-screen; O95372; recombinant LYPLA2, FP-Rh probe fluorescence polarization; inhibition, % at 5.9 µM; hit rate 0.38% among 320,000; AID 2177;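 active = inhibition above the screen-wide mean plus 3 SD, limit set per campaign, cut at about 26% in these data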;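 also: 0% = LYPLA2 with DMSO and 100% = wells lacking LYPLA2 enzyme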
Target sequence (O95372 whole entry, looked up): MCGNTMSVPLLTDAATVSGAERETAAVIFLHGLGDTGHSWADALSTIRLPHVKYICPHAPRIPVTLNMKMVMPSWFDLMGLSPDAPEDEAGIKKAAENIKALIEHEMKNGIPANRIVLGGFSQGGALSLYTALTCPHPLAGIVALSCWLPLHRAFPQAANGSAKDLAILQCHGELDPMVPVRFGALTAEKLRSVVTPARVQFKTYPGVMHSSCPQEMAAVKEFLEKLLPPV
PAFAH1B3 inh = blocks human PAF acetylhydrolase 1B catalytic subunit 3; Q15102; inhibition, % at 3.39 µM; AID 492972; recombinant PAFAH1B3, FP-rhodamine probe, fluorescence polarization; hit rate 0.28% among 340,000;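 active = inhibition above the screen-wide average of all tested compounds plus 3 SD, cut at about 25% in these data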;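 also: 0% = enzyme with DMSO only and 100% = wells lacking PAFAH1B3 protein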
Target sequence (Q15102 whole entry, looked up): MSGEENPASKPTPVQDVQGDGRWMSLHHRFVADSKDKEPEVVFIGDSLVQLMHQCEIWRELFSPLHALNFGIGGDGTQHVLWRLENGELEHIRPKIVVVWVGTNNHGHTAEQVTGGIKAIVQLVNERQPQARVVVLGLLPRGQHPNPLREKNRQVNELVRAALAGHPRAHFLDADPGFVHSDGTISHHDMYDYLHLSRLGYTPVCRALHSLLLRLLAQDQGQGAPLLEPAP
PAFAH2 FP inh = PAFAH2 (human) inhibition; Q99487; recombinant PAFAH2, FP-rhodamine activity probe, fluorescence polarization; inhibition, % at 3.39 µM; hit rate 0.99% among 340,000; AID 492956;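 active = inhibition above the mean over all tested compounds plus 3 SD, cut at about 30% in these data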;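 also: inhibitors block probe labeling of enzyme so polarization drops; 0% = enzyme with DMSO and 100% = wells lacking PAFAH2 protein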
LYPLA1 counter = blocks human lysophospholipase 1, a PME1 counter-screen; recombinant LYPLA1, FP-Rh probe fluorescence polarization; AID 2174; inhibition, % at 5.9 µM; hit rate 0.16% among 320,000;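 active = inhibition above the mean of all tested compounds plus 3 SD, set per campaign, cut at about 14% in these data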;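 also: inhibitors block serine hydrolase probe labeling of LYPLA1 so polarization falls; 0% = enzyme with DMSO and 100% = wells lacking LYPLA1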
Target sequence (O75608 whole entry, looked up): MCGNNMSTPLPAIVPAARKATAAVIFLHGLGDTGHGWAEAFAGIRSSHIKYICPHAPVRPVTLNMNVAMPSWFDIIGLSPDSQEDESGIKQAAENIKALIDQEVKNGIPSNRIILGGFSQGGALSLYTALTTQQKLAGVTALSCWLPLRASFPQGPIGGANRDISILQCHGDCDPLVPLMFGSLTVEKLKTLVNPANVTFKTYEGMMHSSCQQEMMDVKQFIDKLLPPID
EBNA-1 inh = blocks EBNA-1 binding to DNA | EBNA-1 DNA binding, fluorescence polarization | inhibition, % at 14.8 µM | hit rate 0.34% among 300,000 | AID 1950; in the data active = inhibition above about 28%
GSTO1 inh = counter-screen for RBBP9 inhibitors: inhibitors of human GSTO1 | P78417 | recombinant GSTO1, activity-based probe fluorescence polarization | inhibition, % at 5.96 µM | hit rate 1.1% among 300,000;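 active = inhibition above the campaign mean inhibition plus 3 SD, cut at about 35% in these data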;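 also: 0% = GSTO1-1 with DMSO and 100% = wells lacking GSTO1-1 enzyme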
Target sequence (P78417 whole entry, looked up): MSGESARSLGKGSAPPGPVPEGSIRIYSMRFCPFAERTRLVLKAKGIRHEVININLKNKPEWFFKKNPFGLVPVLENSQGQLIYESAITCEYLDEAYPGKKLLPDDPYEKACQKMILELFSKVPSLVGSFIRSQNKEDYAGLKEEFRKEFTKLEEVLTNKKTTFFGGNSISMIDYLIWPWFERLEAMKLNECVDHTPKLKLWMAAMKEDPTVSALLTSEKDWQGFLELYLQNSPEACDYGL
PREPL inhibitor = inhibitors of human prolyl oligopeptidase-like enzyme PREPL; recombinant PREPL, fluorescence polarization activity-based probe; Q4J6C6; inhibition, % at 5.96 µM; hit rate 0.68% among 320,000; in the data active = inhibition above about 43%;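 also: 0% = enzyme with DMSO and 100% = wells lacking enzyme; many of its hits are not listed in these tables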
ZTA counter = ZTA (EBV) inhibition in EBNA-1 counter-screen. P03206. ZTA-DNA binding, fluorescence polarization. inhibition, % at 11 µM. hit rate 0.15% among 320,000. AID 2234; in the data active = inhibition above about 33%
Starred values were filed as active, the others as inactive; . = no result given. These rows are one share of the data; rates above refer to the full screens.

SMILES	PAD4 FP inh	LYPLA2 counter	PAFAH1B3 inh	PAFAH2 FP inh	LYPLA1 counter	EBNA-1 inh	GSTO1 inh	PREPL inhibitor	ZTA counter
Cc1ccc(-c2nnc(SCC(=O)N/N=C/c3ccccc3C(=O)O)n2-c2ccc(C)cc2)cc1	1.1	0.2	8.9	0.7	-1.9	0.6	4.9	-4.6	-3.1
COc1cc(-c2cc(C(=O)NCc3ccc(S(N)(=O)=O)cc3)c3ccccc3n2)cc(OC)c1OC	-1.4	-0.5	4.9	-14.1	-4.2	1.1	-6.4	2.8	17.8
O=C(CC1CCCCC1)NCCCN1CCOCC1	-1.0	3.2	-11.8	3.3	0.5	11.3	1.2	7.7	8.7
Cc1ccc(S(=O)(=O)NC(CCc2ccccc2)CC(=O)C(C)(C)C)cc1 (stereo unspecified)	-3.9	1.0	.	.	-0.8	5.1	-3.8	1.0	-10.0
CCOCCCNC(=O)C1CCN(C(=O)N(C)C)CC1	-0.5	3.5	1.3	1.3	0.9	-12.7	-5.7	-1.7	7.9
CC(C)(C)c1cc(C(=O)O)nn1-c1ccccc1	-2.8	-0.4	2.0	-0.3	1.3	5.8	-2.0	4.3	14.5
COc1ccc(COC(=O)C2CCN(S(=O)(=O)c3ccc(OC)c(OC)c3)CC2)cc1	0.2	5.5	7.4	4.8	2.7	.	.	7.4	-18.9
COc1cc(OC)c(NC(=O)c2ccc(F)cc2)cc1Cl	-1.1	2.5	1.7	-5.6	1.9	2.8	-0.6	-4.0	9.3
COc1ccccc1Nc1nc(C)cc(C)n1	6.0	0.2	5.5	2.6	0.1	-7.1	-2.6	5.6	3.9
CCOC(=O)C1C(C(=O)Nc2cccc(C(F)(F)F)c2)C1C(=O)NC(C)C (stereo unspecified)	-4.6	3.4	-3.3	2.6	2.4	-11.7	2.7	4.6	-1.6
COc1ccc(CN2CCNC(=O)C2CC(=O)NC2CCCCCC2)c(C)c1C (stereo unspecified)	-5.8	0.8	8.3	0.1	-1.5	6.0	-4.1	15.7	-20.7
Cc1ccc(C(=O)N2CCc3ccccc32)cc1	-0.2	2.6	10.2	3.6	5.0	-1.9	-5.0	-17.0	2.7
Cc1ccc(C)c(S(=O)(=O)NCc2ccc(C(=O)N3CCC(Cc4ccccc4)CC3)cc2)c1	0.8	45.3*	-1.0	0.6	-2.0	-1.4	-6.4	20.5	5.2
COC(=O)C1[C@H]2C(=O)N(Cc3cccs3)C[C@]23C=C[C@H]1O3 (stereo partly specified)	0.9	1.9	-2.0	-9.3	-4.8	5.0	4.1	2.5	18.6
Cc1ccccc1NC(NC(=O)c1cccs1)C(Cl)(Cl)Cl (stereo unspecified)	3.3	1.9	5.5	-3.9	-0.4	-9.4	3.0	-12.5	-4.6
CCOc1ccc(-c2cc(C(=O)N/N=C(\C)c3cccnc3)c3ccccc3n2)cc1	0.0	-24.7	-4.6	-4.3	-8.8	9.9	-8.2	-5.5	4.6
Cc1ccc(S(=O)(=O)N(C)c2ccc(C(=O)N(CC(C)C)C3CCS(=O)(=O)C3)cc2)cc1 (stereo unspecified)	-0.7	2.0	8.8	1.7	-0.7	-4.2	3.3	4.7	-3.7
O=C(NNC(=O)c1ccc2c(=O)n3c(nc2c1)CCC3)c1ccc(F)cc1	-2.6	7.2	4.7	-4.9	-0.6	-3.4	6.1	10.6	-6.8
Cc1cc(C)cc(NC(=O)C(Sc2ncnc3ccccc23)c2ccccc2)c1 (stereo unspecified)	0.9	-32.7	-3.5	-17.6	-18.6	8.5	-9.7	-10.7	-5.3
CCN(CC)S(=O)(=O)c1ccc(N2CCOCC2)c(NC(=O)c2ccc(F)cc2)c1	-3.0	1.9	-1.5	1.8	0.0	6.4	0.8	-2.9	-0.4
Cc1ccc(S(=O)(=O)N2CCN=C2SCc2ccccc2)cc1	0.6	4.6	-0.5	9.1	-0.7	2.5	13.8	-5.3	-2.1
COCCNC(=O)C(=O)NNC(=O)c1ccccc1OC	-4.1	2.1	10.0	4.2	0.8	12.4	10.2	11.2	12.0
CC(C)Cn1c(N)c(C(=O)COC(=O)c2ccc3c(c2)OCCO3)c(=O)n(C)c1=O	0.0	-4.3	-0.5	-1.4	-2.6	28.5*	-9.6	9.9	-2.0
CC(NC(=O)c1cccc(OC2CCN(C3CCN(C)CC3)CC2)c1)c1ccccc1 (stereo unspecified)	0.7	-3.4	7.2	1.8	-2.8	-3.9	-2.4	2.9	5.0
CCOc1ccc(CCNC(=O)C2CCCN(C(=O)N(C)C)C2)cc1OCC (stereo unspecified)	-1.1	0.4	4.4	2.4	3.2	-2.1	1.7	-5.9	-12.8
Next compounds
SMILES	PAD4 FP inh	LYPLA2 counter	PAFAH1B3 inh	PAFAH2 FP inh	LYPLA1 counter	EBNA-1 inh	GSTO1 inh	PREPL inhibitor	ZTA counter
COc1ccc(-n2c3c(c(=O)[nH]c2=O)C(C(F)(F)F)(C(F)(F)F)N=C(CC(C)C)N3)cc1	1.0	2.5	-4.2	-6.4	3.9	7.9	-4.9	13.9	-5.3
COc1cc(N/C(N)=N/c2nc(C)cc(C)n2)cc(OC)c1	1.2	-6.2	4.5	-0.1	2.5	10.2	-2.4	-3.9	13.2
O=C(CN1CCC(NC(=O)Nc2ccccc2-c2ccccc2)CC1)NCc1ccco1	1.9	2.4	-3.0	0.0	4.2	9.6	0.7	7.8	-12.6
Cc1ccc(C)c(-c2ccc(=O)n(Cc3c(F)cccc3Cl)n2)c1	2.6	-4.6	-0.3	-1.9	-1.7	-1.2	-2.7	-13.6	4.5
O=C(NNC(=O)c1sc2cccc(Cl)c2c1Cl)NC1CCCCC1	-1.0	-3.1	1.2	6.8	-5.0	-0.9	-24.3	9.1	-14.6
N=c1c(C(=O)NCc2ccc3c(c2)OCO3)cc2c(=O)n3ccccc3nc2n1Cc1cccnc1	-4.2	-36.3	6.7	10.0	-2.6	4.1	13.7	34.4	23.6
COCCNC(=O)CN1CCN(S(=O)(=O)c2ccc3c(c2)CCCC3)CC1	-1.7	-0.8	0.1	-6.3	-3.9	.	.	6.1	5.9
Cc1cc(-c2ccccc2)nc(SCC(=O)N2CCCC2)n1	0.1	-6.4	6.1	-1.0	0.1	5.0	4.6	9.1	-18.7
Cn1cnnc1Sc1ccc(CN2CCN(C3CCCC3)C(CCO)C2)o1 (stereo unspecified)	0.7	7.3	-0.8	3.8	5.8	-12.6	1.5	7.2	-16.1
NC(=O)C(NC(=O)OCc1ccccc1)c1ccccc1 (stereo unspecified)	2.5	4.8	11.2	0.2	-1.6	3.0	8.6	6.2	10.8
O=S1(=O)CC2N=C(N(Cc3c(F)cccc3Cl)c3ccccc3F)SC2C1 (stereo unspecified)	-2.9	4.7	9.0	-3.3	1.7	-0.1	-2.7	15.2	6.0
Cc1cc(Br)ccc1SCC(=O)OCC(=O)N1CCN(C(=O)c2ccco2)CC1	-3.4	5.5	-1.1	27.5	0.9	0.7	-1.9	17.6	9.8
COc1ccc(C2C=C(c3ccc(Br)cc3)Nc3nc(N4C(=O)CCC4=O)nn32)cc1 (stereo unspecified)	3.0	-0.5	2.1	-0.1	-2.8	10.6	9.8	11.7	-2.1
O=C(NCc1cccc(Cl)c1)c1cnccn1	1.9	1.2	-5.2	5.9	-3.1	7.0	1.7	10.2	14.7
O=C(c1cccs1)N1CCOCC1	-4.2	3.9	-4.6	-13.4	0.7	-1.5	2.6	-1.9	-13.1
CCc1nnc(NC(=O)CCC(=O)N2CCC(Cc3ccccc3)CC2)s1	-6.2	3.8	5.5	-4.7	-0.1	-10.3	-3.1	-10.6	-7.1
O=C(COC(=O)C1CCN(c2ccc(C(F)(F)F)cn2)CC1)NC1CCCCC1	0.3	1.3	9.3	10.7	2.1	-1.2	9.4	6.5	4.3
C=CCn1c(O)c(CN2CCCCC2)c(C)c(C#N)c1=O	1.8	-18.1	1.5	0.4	-10.3	6.2	11.1	2.1	6.2
Nc1ncn([C@H]2C[C@H](O)[C@@H](CO)O2)c(=O)n1	-1.0	-2.4	15.8	13.1	-2.1	-4.5	5.1	1.6	-8.7
O=C(CCc1ccccc1)Nc1ccc2c(c1)C(=O)OC2	1.4	3.3	10.0	-10.1	-0.7	-2.2	0.6	5.0	-2.4
COC(=O)Cn1c(=O)n(CCc2ccccc2)c(=O)c2c3c(sc21)CCCC3	4.7	3.1	-0.6	-10.3	-0.8	-8.8	1.4	16.6	1.1
Cc1nc(N)[nH]c(=O)c1CCC(=O)OCC(C)C	-3.4	0.7	5.0	3.5	2.6	6.6	4.9	1.6	-0.5
C#CCOC(=O)CCCC(=O)NCCCCCCCC	-2.5	2.3	-4.3	5.8	-2.4	-11.0	-1.8	0.7	0.8
CCc1ccc([C@H]2C(C(=O)O)=C[C@@H](C(C)(C)C)N2S(=O)(=O)c2ccc(C)cc2)cc1	-3.1	.	-5.0	-2.1	.	.	.	13.4	.
C/C(=N\NC(=O)C(c1ccncc1)N1CCOCC1)c1ccc(Br)cc1 (stereo unspecified)	-1.1	-3.4	2.6	-0.1	-2.1	-9.8	3.0	8.1	-16.6

Whole records as entered above. Order of values: PAD4 FP inh	LYPLA2 counter	PAFAH1B3 inh	PAFAH2 FP inh	LYPLA1 counter	EBNA-1 inh	GSTO1 inh	PREPL inhibitor	ZTA counter
CCN(CC)S(=O)(=O)c1ccc(N2CCOCC2)c(NC(=O)c2ccc(F)cc2)c1 is listed as -3.0	1.9	-1.5	1.8	0.0	6.4	0.8	-2.9	-0.4
CCOc1ccc(CCNC(=O)C2CCCN(C(=O)N(C)C)C2)cc1OCC (stereo unspecified) is listed as -1.1	0.4	4.4	2.4	3.2	-2.1	1.7	-5.9	-12.8
COCCNC(=O)CN1CCN(S(=O)(=O)c2ccc3c(c2)CCCC3)CC1 is listed as -1.7	-0.8	0.1	-6.3	-3.9	.	.	6.1	5.9

Next section.
SMILES	PAD4 FP inh	LYPLA2 counter	PAFAH1B3 inh	PAFAH2 FP inh	LYPLA1 counter	EBNA-1 inh	GSTO1 inh	PREPL inhibitor	ZTA counter
CC12CCC(=O)N1C(C(=O)NCc1ccccc1F)CS2 (stereo unspecified)	-3.3	-2.5	4.9	2.0	-0.5	1.7	7.4	-10.9	17.4
COc1ccc(NC(=O)c2cccnc2SC)cc1OC	3.2	6.0	3.9	4.2	-1.2	3.1	-0.1	4.2	12.3
Cc1cc2c(cc1S(=O)(=O)CCC(=O)NC1CCC(C)CC1)OCC(=O)N2 (stereo unspecified)	2.5	3.4	5.4	-6.0	-1.3	9.4	0.5	25.5	7.2
Cc1ccc(NC(=O)CSc2nnc(CNC(=O)c3ccco3)n2C)c(C)c1	-0.7	5.6	4.1	2.5	5.0	0.5	16.1	13.3	-27.9
CCCc1nn(C)c(C(=O)Nc2ccc(Cl)cc2)c1Cl	1.0	-2.6	4.4	-7.8	-2.1	9.2	-0.6	10.1	5.9
CCCn1nc(Oc2nc(NCC)nc(NC(C)C)n2)ccc1=O	1.8	-1.3	3.2	-0.2	-4.1	-1.8	1.3	9.9	-10.7
CCOC(=O)CC(=O)CSc1nnc(Cn2c(=O)sc3ccccc32)n1C	3.8	3.8	8.5	-3.8	0.0	-5.0	-6.7	9.2	-1.3
COc1cc(/C=N/NC(=O)c2nnn(-c3nonc3N)c2-c2cccs2)ccc1O	-4.9	-0.1	-1.1	0.4	1.9	-3.6	-10.8	27.9	-0.1
N#C/C(=C(/O)COC(=O)COc1cccc(Br)c1)c1nc2ccccc2[nH]1	-4.3	-12.3	-0.6	2.7	-4.2	8.6	-5.1	-6.4	-3.8
CCOC(=O)c1cnn2c1[nH]c(=O)c1ccccc12	3.1	5.4	13.2	-4.2	-2.0	-5.5	-2.1	-3.0	11.2
CCn1c(OC)nc2c1c(=O)n(C)c(=O)n2C	-1.4	11.0	1.3	-0.7	3.6	7.8	1.9	1.5	-2.9
CC(=O)Nc1ccc(Cc2ccc3[nH]c(=O)cc(C)c3c2)cc1	-7.2	-4.3	.	.	5.0	-17.3	-73.6	15.2	-11.0
CCCn1cc(CN2CCCC(C(=O)c3ccc4c(c3)OCO4)C2)c(C)n1 (stereo unspecified)	2.6	0.1	8.9	-0.9	0.7	11.0	4.5	16.0	5.2

Screens as filed in PubChem.
